# PP5 primary = PP5 (human) phosphatase inhibition; 320,000 tested, 0.18% active; inhibition, % at 6.7 µM; purified PP5c, OMFP substrate fluorescence; AID 1987; P53041;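 active means inhibition above the campaign's mean inhibition across all tested compounds plus 3 SD, cut at about 9.5% in these data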;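 further: 0% = DMSO only and 100% = 100 µM cantharidin control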
# Target sequence (P53041 whole entry, looked up): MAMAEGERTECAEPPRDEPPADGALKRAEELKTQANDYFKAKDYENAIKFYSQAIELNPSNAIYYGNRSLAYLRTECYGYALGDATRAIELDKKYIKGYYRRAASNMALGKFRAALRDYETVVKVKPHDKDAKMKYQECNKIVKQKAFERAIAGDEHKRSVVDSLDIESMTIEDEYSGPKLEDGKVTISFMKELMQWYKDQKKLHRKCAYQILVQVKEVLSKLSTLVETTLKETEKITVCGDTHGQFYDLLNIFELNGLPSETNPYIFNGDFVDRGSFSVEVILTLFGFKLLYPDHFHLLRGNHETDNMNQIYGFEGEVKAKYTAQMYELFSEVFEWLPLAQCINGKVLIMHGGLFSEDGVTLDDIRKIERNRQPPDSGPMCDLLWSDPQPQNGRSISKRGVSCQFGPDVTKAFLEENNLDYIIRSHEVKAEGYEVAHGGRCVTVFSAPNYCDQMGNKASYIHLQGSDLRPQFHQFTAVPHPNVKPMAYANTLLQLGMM
# Yeast superoxide = caloric restriction mimetics inhibiting age-related superoxide in yeast; S. cerevisiae aged cells, superoxide DHE fluorescence; active compounds read low; superoxide response (% of plate mean), % at 10 µM; 330,000 tested, 0.18% active; AID 2690;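 active means superoxide response under a set limit, about three screen SD below normal, cut at about 65% in these data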;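 further: yeast aged for seven days with compound at 30 °C before DHE staining; 100% = average MFI of all compound-treated wells on the plate with controls excluded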
# PP1 inh = blocks human PP1-alpha phosphatase, a PP5 counter-screen | 320,000 tested, 0.9% active | purified PP1alpha, OMFP fluorescence | inhibition, % at 6.7 µM | P62136;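 active means inhibition above the mean inhibition of all tested compounds plus 3 SD, computed separately for each screening campaign, cut at about 15% in these data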
# Target sequence (P62136 whole entry, looked up): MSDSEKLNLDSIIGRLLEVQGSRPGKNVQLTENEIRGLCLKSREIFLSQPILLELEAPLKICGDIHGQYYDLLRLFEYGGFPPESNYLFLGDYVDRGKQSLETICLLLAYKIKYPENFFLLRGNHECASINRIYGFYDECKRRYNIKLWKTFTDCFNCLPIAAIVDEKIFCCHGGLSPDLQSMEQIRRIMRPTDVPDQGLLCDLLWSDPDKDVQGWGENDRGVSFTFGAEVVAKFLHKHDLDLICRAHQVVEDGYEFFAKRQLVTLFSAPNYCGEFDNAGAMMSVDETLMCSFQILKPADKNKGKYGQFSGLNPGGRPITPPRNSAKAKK
# ZTA counter = ZTA (EBV) inhibition in EBNA-1 counter-screen; ZTA-DNA binding, fluorescence polarization; AID 2234; inhibition, % at 11 µM; 320,000 tested, 0.15% active; P03206; in the data active means inhibition above about 33%
# Target sequence (P03206 whole entry, looked up): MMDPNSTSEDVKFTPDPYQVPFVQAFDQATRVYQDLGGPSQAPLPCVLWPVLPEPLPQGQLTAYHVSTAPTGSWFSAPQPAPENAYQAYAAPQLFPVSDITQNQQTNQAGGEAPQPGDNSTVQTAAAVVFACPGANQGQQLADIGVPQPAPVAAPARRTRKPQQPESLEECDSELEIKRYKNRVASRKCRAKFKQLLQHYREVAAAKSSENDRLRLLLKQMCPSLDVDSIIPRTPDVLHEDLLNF
# TPT1 inhibitor = C. albicans TPT1 enzyme inhibition. recombinant caTPT1, FP RNA substrate dephosphorylation. inhibition, % at 5 µM. 300,000 tested, 0.81% active. AID 1962;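 active means inhibition above the mean of all tested compounds plus 3 SD, set per screening campaign, cut at about 24% in these data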;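 further: plate controls were DMSO alone for no effect and ferristatin control at 100 nM for full effect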
# Fh CTSL1 inh = counter-screen for PFM18AAP inhibitors: inhibitors of F. hepatica cathepsin L1; 300,000 tested, 0.49% active; inhibition, % at 5.96 µM; AID 1906; recombinant F. hepatica cathepsin L1, Z-Leu-Arg-MCA fluorescence;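 active means inhibition above the mean of all tested compounds plus 3 SD, set per screening campaign, cut at about 17% in these data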;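 further: 0% = plate median of test compound wells and 100% = 1 µM Z-Phe-Ala-diazomethylketone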
# JMJD2C inh = inhibitors of human GASC-1 (JMJD2C) demethylase. Q9H3R0. GST-JMJD2C(1-420) H3K9me3 demethylation, DELFIA europium. inhibition, % at 2.35 µM. 330,000 tested, 0.069% active;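 active means more than half of a compound's replicate wells show inhibition beyond 50%, single wells judged on their own value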;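 further: signal counts dimethyl H3K9 product captured on neutravidin plate; 0% = median of DMSO wells and 100% = 0.3 times that DMSO median; strong numbers were not always called active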
# core dimer inh = blocks dimerization of HCV core protein. TR-FRET GST/Flag-core106 dimerization, 1536-well. inhibition, % at 5 µM. 300,000 tested, 0.33% active;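 active means inhibition above the mean of all tested compounds plus 3 SD, set per screening campaign, cut at about 45% in these data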
#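 Test system: GST/Flag-tagged HCV core106 proteins; Medium: KF-containing HEPES buffer, pH 7.45, DTT, CHAPS, BSA; Times: compound-protein-antibody incubation 4 h at 22.5 °C; Detection: TR-FRET 671 and 617 nm emission; Benchmarks: wells lacking GST-core106 and wells with excess unlabelled core106.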
# EBNA-1 inhibitor = blocks EBNA-1 binding to DNA. 300,000 tested, 0.34% active. EBNA-1 DNA binding, fluorescence polarization. inhibition, % at 14.8 µM; in the data active means inhibition above about 28%
# Starred values were filed as active, the others as inactive; · = not tested or not shown; & = joins results of further samples.
SMILES,PP5 primary,Yeast superoxide,PP1 inh,ZTA counter,TPT1 inhibitor,Fh CTSL1 inh,JMJD2C inh,core dimer inh,EBNA-1 inhibitor
Cc1c(CCO)c(=O)[nH]n1S(=O)(=O)c1ccc(Cl)cc1Cl,-0.3,101,1,-10,-1,1,2,-3,4
COC(=O)c1ccc(CSCC(=O)Nc2cc(OC)cc(OC)c2)o1,1.2,93,0,4,-1,2,-2,-6,-3
COCCNC(=O)c1c[nH]c2ccc(S(=O)(=O)Nc3ccccc3F)cc2c1=O,1.3,130,-1,6,-2,-3,-22,-11,-5
O=C(COc1cccc2ccccc12)Nc1cc(S(=O)(=O)N2CCOCC2)ccc1N1CCOCC1,3.2,91,3,3,2,2,-4,33,-5
Cc1ccccc1OCC(=O)N(Cc1nnc(-c2ccc(Cl)cc2)o1)C(C)C,5.9,114,5,1,·,·,-2,·,·
COc1ccc(OC)c(-c2csc(NC(=O)COC(=O)C3CCC3)n2)c1,6.9,123,-3,1,·,·,-4,·,·
Cc1cccc(OCC(=O)N2CCC(N3CCCCCC3)CC2)c1,2.6,91,-1,-9,0,0,0,6,-10
CCN(CC)C1CCN(C(=O)CCn2nnnc2CN2CCOCC2)C1 (stereo not drawn),1.6,107,-1,-9,-2,-1,-4,4,-12
Cc1cccc(/C=C/C(=O)c2ccc(NC3=NCCCS3)cc2)c1,4.7,82,2,4,0,0,-12,1,5
O=C(NCC1CCCO1)C1CCN(C2CCN(C(=O)Cc3ccsc3)CC2)CC1 (stereo not drawn),0.5,95,0,-27,-2,-4,-5,-2,13
Cn1nc(C(=O)NCCCN2CCCCC2)c2c1-c1ccccc1SC2,-0.1,106,-3,-1,-4,3,5,-13,3
CCCC(=O)N1c2ccccc2[C@@H](N(C(C)=O)c2ccccc2)C[C@H]1C,1.7,100,-8,-5,-3,5,0,3,0
O=C(CSc1ccc(Cl)cc1)NCc1ccco1,0.1,105,0,2,-2,-2,-2,1,6
COc1ccc(NC(=O)c2cc(Br)c(Br)s2)cn1,-1.4,101,-3,2,0,1,17,4,-10
CC1(C)Nc2ccccc2C(=O)N1c1ccccc1,1.3,105,-4,-6,-2,0,6,-2,0
Cc1c([C@H]2[C@@H](CC#N)C2(C)C)c2ccccc2n1C,2.8,91,-2,-12,-1,2,-32,1,-5
O=C1c2ccncc2C(=O)N1c1cccc(Cl)c1,2.0,116,0,-16,-3,-1,7,-1,-4
CCOC(=O)C1=C(COC(=O)c2ccc(C)s2)NC(=O)NC1C (stereo not drawn),1.3,112,-3,-7,-1,3,7,2,-2
COC(=O)Cn1c(=NC(=O)C2COc3ccccc3O2)sc2cc(S(N)(=O)=O)ccc21 (stereo not drawn),2.2,110,-2,-11,-3,3,-3,7,7
O=C(CCNC(=O)c1ccc(Br)cc1)NC1CCCc2ccccc21 (stereo not drawn),-3.0,99,-1,-11,-4,3,-7,-4,0
Cc1occc1C(=O)NN=C1C2CC3CC(C2)CC1C3,-0.5,87,-1,-10,-2,-2,1,-8,8
Cc1ccc(SCC(=O)Nc2cccc(S(=O)(=O)N3CCOCC3)c2)cc1C,3.8,106,-3,-6,·,·,-8,·,·
O=C(Nc1nc(-c2ccc([N+](=O)[O-])cc2)cs1)c1c(F)cccc1F,-0.7,106,4,14,3,2,35,7,-7
COc1ccccc1NC(=O)CCS(=O)(=O)c1cc2c(cc1Cl)NC(=O)CO2,0.1,95,1,12,-4,-4,-3,0,1
CN(C(=O)CCOc1ccccc1)c1c(N)n(Cc2ccccc2)c(=O)[nH]c1=O,2.2,104,0,-14,0,-8,-6,-3,4
# Other compounds
SMILES,PP5 primary,Yeast superoxide,PP1 inh,ZTA counter,TPT1 inhibitor,Fh CTSL1 inh,JMJD2C inh,core dimer inh,EBNA-1 inhibitor
CCOc1ccc(NCC(=O)Nc2ccc(Cl)cc2C)cc1,3.0,98,6,-9,1,-1,-1,3,-9
OC(CON=C1c2ccccc2-c2ccccc21)CN1CCNCC1 (stereo not drawn),0.2,94,2,-2,2,3,27,-5,-1
CC(C)(C)c1ccc(NC(=O)COC(=O)c2ccc(CN3CCCC3=O)cc2)cc1,2.8,84,1,7,·,·,-6,·,·
CN(C)Cc1c(C(=O)N/N=C/c2cccc(OCc3c(F)cccc3Cl)c2)nnn1-c1nonc1N,1.4,144,-2,4,1,-9,-20,21,-14
CCN(C(=O)CSc1nncs1)c1c(N)n(Cc2ccccc2)c(=O)[nH]c1=O,2.0,126,3,-21,-3,1,-13,-5,-2
Cn1c(=O)cc(OCC(=O)NCc2cccs2)c2ccccc21,4.4,95,0,0,-1,-10,7,1,-3
COc1ccc(-c2nn(CCC(=O)O)cc2/C=C2\SC(N)=NC2=O)cc1,1.5,104,-1,-2,11,6,2,-9,-6
N#Cc1ccc(-c2nc3ccccc3c(=O)n2O)cc1,2.1,83,-2,-9,1,-1,-8,-5,-15
CS(=O)(=O)N1CCC(C(=O)Nc2ccc(Cl)c(C(F)(F)F)c2)CC1,0.3,104,-2,-10,-1,7,-3,-2,11
CCN(CC)C(=O)CSc1n[nH]c(=S)n1N,-0.8,102,0,-4,1,1,3,-1,-4
CN(C)C(=O)c1nc2ccc(Cl)cn2c1CN1CCCC(OCc2ccccc2)C1 (stereo not drawn),-6.4,108,-8,-12,-1,6,3,0,-11
CCN1CCN(C(=O)c2ccc(CN(c3ccc(C)c(C)c3)S(C)(=O)=O)cc2)CC1,-0.6,99,1,2,-3,-1,-21,-3,-5
CN1CCN(C(=O)C2=C[C@@H](c3coc4ccccc4c3=O)C[C@@H](OCc3ccc(CO)cc3)O2)CC1,2.1,·,1,3,0,-1,5,-6,1
Cc1cc(C(=O)Nc2ccc(S(=O)(=O)N3CCOCC3)cc2)c(C)o1,0.7,93,-2,1,-2,-4,4,4,0
O=C1NCCN/C1=C\C(=O)c1ccc(F)cc1,2.3,108,-4,-26,4,-4,1,0,-11
COC(=O)c1ccccc1NC(=O)N1CCN(C/C=C/c2ccccc2)CC1,2.7,103,3,-16,-5,-4,12,-1,-15
Cc1ccccc1NC(=O)C1CCCN(c2ncnc3onc(-c4ccc(F)cc4)c23)C1 (stereo not drawn),-0.4,105,-4,4,3,-1,-21,-6,-13
COc1ccc(C(=O)NC(=S)NNC(=O)c2ccc(NC(=O)C(C)C)cc2)cc1,0.7,72,0,-5,-1,6,-11,-2,-3
Cc1ccc(C2(C)NC(=O)N(CC(=O)N(C)CC(=O)Nc3cccc(F)c3)C2=O)cc1 (stereo not drawn),2.4,97,-3,-13,·,·,5,·,·
NC(=O)Nn1c(CCC(=O)O)ccc1-c1ccc(Cl)cc1,-0.8,99,0,-17,-5,-1,1,-8,-11
Cc1cnnn1-c1ccc(C(=O)CCl)cc1,3.0,113,-1,8,3,2,-6,1,-5
COc1cc(/C=N/n2cnn(Cc3ccccc3Cl)c2=S)cc(OC)c1OC,1.9,87,-3,2,2,0,4,6,6
O=C1CCc2cc(S(=O)(=O)NCc3ccc(F)cc3)cc3c2N1CCC3,1.6,99,1,0,0,3,-11,-3,-5
Cc1[nH]n(-c2ccccc2)c(=O)c1C(c1ccccc1C(=O)O)c1c(C)[nH]n(-c2ccccc2)c1=O,-1.3,108,1,10,3,-3,-4,-1,3
COC(=O)c1cc2sc(Cl)cc2n1CC(=O)Nc1ccc(OC)c(OC)c1OC,4.3,119,-4,16,1,-4,-7,0,-4

# Reformatted with bars between the fields: entries from further up
molecule | PP5 primary | Yeast superoxide | PP1 inh | ZTA counter | TPT1 inhibitor | Fh CTSL1 inh | JMJD2C inh | core dimer inh | EBNA-1 inhibitor
O=C1NCCN/C1=C\C(=O)c1ccc(F)cc1 | 2.3 | 108 | -4 | -26 | 4 | -4 | 1 | 0 | -11
COc1ccc(-c2nn(CCC(=O)O)cc2/C=C2\SC(N)=NC2=O)cc1 | 1.5 | 104 | -1 | -2 | 11 | 6 | 2 | -9 | -6
NC(=O)Nn1c(CCC(=O)O)ccc1-c1ccc(Cl)cc1 | -0.8 | 99 | 0 | -17 | -5 | -1 | 1 | -8 | -11
OC(CON=C1c2ccccc2-c2ccccc21)CN1CCNCC1 (stereo not drawn) | 0.2 | 94 | 2 | -2 | 2 | 3 | 27 | -5 | -1

# (more compounds)
SMILES,PP5 primary,Yeast superoxide,PP1 inh,ZTA counter,TPT1 inhibitor,Fh CTSL1 inh,JMJD2C inh,core dimer inh,EBNA-1 inhibitor
CCC(C)n1c(SCC(=O)Nc2cc(C(C)(C)C)nn2-c2ccccc2)nc2ccccc2c1=O (stereo not drawn),2.3,84,3,2,-1,3,-5,11,-1
C=CCOc1ccc(Br)cc1CNC(C)(C)CO,-1.6,101,0,12,-1,1,-7,-2,-8
O=C1CCN(C(=O)Nc2ccccc2)N1,3.6,105,1,-6,4,0,-10,-7,-4
Cc1nc(C)c(-c2csc(Nc3ccccn3)n2)s1,-1.3,105,0,-11,0,6,1,-10,8
COc1cc([N+](=O)[O-])ccc1NC(=S)NCc1ccccn1,1.2,103,-1,0,2,-2,0,1,0
CCOc1ccc(-c2nc(CSc3nnc(N)s3)cs2)cc1,2.3,96,3,-3,-2,-1,36,-3,-8
CC(NC(=O)C1CC1)C(c1cccs1)N1CCN(c2ccccc2)CC1 (stereo not drawn),0.0,104,47*,-4,-2,2,19,10,3
CCc1cc(-c2n[nH]c(=S)n2-c2ccccc2C)cs1,4.2,93,-1,-16,0,-3,-18,-4,-5
CCC(=O)c1ccc(OCC(=O)Nc2ccc(N3CCCCC3)cc2)cc1,3.2,95,0,-13,·,·,3,·,·
COc1ccc(OC)c(NC(=O)COC(=O)c2ccc(OC)c(S(=O)(=O)N3CCOCC3)c2)c1,2.9,96,-3,5,·,·,6,·,·
O=C(NCc1ccc(F)cc1)C1CCN(c2cnccn2)CC1,1.3,97,-3,-17,-1,-1,16,-4,-8
Nc1nc(N2CCCCC2)nc2ccccc12,-0.9,106,-4,-11,0,0,2,-6,8
Cc1cccc(C)c1OCc1cc(C(=O)N2CCN(C3CCCC3)CC2)no1,1.5,100,1,7,0,1,6,-4,-4
O=C(N/N=C/c1c[nH]c2ccccc12)c1ccn[nH]1,-4.4,104,-4,-3,4,-1,7,-2,-2
Cc1ccccc1-n1c(SCC(=O)NCc2cccs2)nc2ccccc2c1=O,-1.2,96,-1,0,0,-2,-2,1,-9
O=C(Nc1cccc(Cl)c1)C1C2CCC3C(CCC21)C3(Cl)Cl (stereo not drawn),2.4,105,0,-4,-3,3,0,12,2
O=C(COC(=O)C1=COCCO1)Nc1ccc2c(c1)OCO2,1.7,91,0,7,-2,-3,2,-1,1
COc1ccc2c(c1)[nH]c1c(=O)n(/N=C/c3ccc(OC)c(CN4CCCC4)c3)cnc12,-0.8,90,-2,10,0,1,9,-1,-5
Cc1ccc(SC/C(O)=C(\C#N)c2nc3ccccc3s2)cc1,3.0,110,0,5,2,2,-1,10,10
COc1ccc(OC)c(Nc2nc(-c3cccc([N+](=O)[O-])c3)nc3ccccc23)c1,2.9,103,2,9,-1,4,-2,-12,-1
COc1ccc(CNC(=O)CN(Cc2ccc(F)cc2)C(=O)c2csnn2)cc1,-1.9,97,-1,-3,-2,0,0,-3,8
COc1cc(-c2noc(C3CCCN(S(=O)(=O)c4cccc(Cl)c4)C3)n2)cc(OC)c1OC (stereo not drawn),2.7,89,0,8,1,-1,-3&11,6,7
Cc1ccc2c(c1)C1CN(C)CCC1N2S(=O)(=O)c1ccccc1F (stereo not drawn),1.1,84,1,-9,·,·,13,·,·
Cc1cccc(-n2cc[nH]c2=S)c1C,0.4,83,-2,-1,1,-3,0,-4,3
CN1CCSc2ccc(C(=O)Nc3ccc(Cl)cc3)cc21,-1.7,90,-1,-9,4,5,-2,13,-3
C[N+](C)(C)CCOC(=O)CCC(=O)OCC[N+](C)(C)C,-0.1,90,1,1,-1,-2,·,-1,-5
O=C(O)/C(=C/c1ccco1)c1ccccc1,1.9,89,-5,-2,3,-1,7,1,-2

# Compound activity: PubChem, several laboratories
